SW480 rereplic = DNA re-replication induction in SW480 cells | SW480 DNA re-replication, Hoechst DNA content imaging, 48 h | Potency, µM (series often up to 46.1 µM), without a hit: at the highest dose re-replication activation, actives largely listed as activators | hit rate 1.8% among 340,000 | AID 624297; further: potency means the concentration at half of the fitted maximal effect; % of control where 0% means no effect; nearly all actives have a fitted effect of over 55% in size
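Treated cells incubate 48 hr (37 C, 5% CO2), are stained 40 min with Hoechst, and nuclear fluorescence is enumerated; a rise in nuclei with high DNA signal marks re-replication.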
MCF10A rereplic = induces DNA re-replication in MCF 10a normal breast cells | hit rate 2.9% among 350,000 | AID 624296 | MCF 10A DNA re-replication, Hoechst nuclear intensity, 48 h | Potency, µM (doses to about 46.1 µM), for the others: at the top dose activity, positive = re-replication, most hits filed as activators; further: potency means the concentration at half of the fitted maximal effect; % of control where 0% means no effect; nearly all actives have a fitted effect of over 50% in size
WRN helicase inh = blocks human WRN helicase; AID 651768; Q14191; WRN helicase unwinding, fluorescent forked duplex, kinetic; Potency, µM (series often up to 114 µM), for the others: at the highest dose activity change, negative = inhibition, usual class: inhibitors; hit rate 0.46% among 360,000; further: potency means the concentration at half of the fitted maximal effect; on the % scale 0 is the no-effect control and ±100 the full control effect; nearly all actives have a fitted effect of over 55% in size
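WRN at 20 nM final preincubated with compound 15 min at room temperature; reaction started with 100 nM fluorophore/quencher forked duplex oligonucleotide and 2 mM ATP final. Unwinding followed kinetically by red fluorescence (ex 525, em 598 nm).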
IL1B secr inh = inflammasome signaling inhibition, IL-1 beta readout. THP-1 LPS/ATP IL-1B secretion, AlphaLISA, 16 h; stronger effect = lower value. hit rate 4.7% among 360,000. AID 743279. activity change, % at 57.5 µM; in the data active means activity change below about -50%; inconclusive means mostly about -30% to -49%; further: on the % scale 0 is the no-effect control and ±100 the full control effect
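Secreted IL-1B measured by AlphaLISA bead assay after 16 h compound exposure of THP-1 cells; compounds (final up to 57.5 uM) added 1 h before LPS (250 ng/mL) and ATP (1.25 mM) stimulation; lower signal means less secretion.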
KB-3-1 tox = KB-3-1 parental cell cytotoxicity | KB-3-1 viability, CellTiter-Glo ATP luminescence, 72 h | Potency, µM (highest dose often 46.1 µM), inactives show top-dose activity change, negative = cytotoxic, usual class: cytotoxic | hit rate 1.4% among 400,000; further: potency means the concentration at half of the fitted maximal effect; on the % scale 0 is the no-effect control and ±100 the full control effect; nearly all actives have a fitted effect of over 60% in size
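Multi-concentration cytotoxicity screen in KB-3-1 cells grown in DMEM lacking phenol red with 10% FBS. After 72 h at 37 °C with compound, ATP-dependent luminescence was recorded.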
ATXN2 expr inh = inhibitors of ATXN2 expression; HEK-293 ATXN2-luciferase reporter, luminescence, 24 h; Potency, µM (series often up to 57 µM), for inactives: at the highest dose activity change, negative = inhibition, actives largely listed as inhibitors; hit rate 0.72% among 360,000; AID 1745845; further: potency means the concentration at half of the fitted maximal effect; on the % scale 0 is the no-effect control and ±100 the full control effect; nearly all actives have a fitted effect of over 55% in size
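ATXN2-luciferase reporter cells (luciferase flanked by upstream and downstream ATXN2 gene portions) were treated 24 h at 37 °C with compounds at up to 57 uM. SteadyGlo luminescence gave expression; GF-AFC fluorescence gave viability.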
HT1080-NT tox = kills 2HG-producing HT-1080-NT fibrosarcoma cells | HT-1080-NT fibrosarcoma viability, CellTiter-Glo ATP luminescence, 48 h | Potency, µM (doses to about 46.1 µM), inactives show at the top dose activity, negative = less viability, most hits filed as cytotoxic | hit rate 1.6% among 360,000 | AID 686970;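 further: NT is the 2HG producing partner of a matched IDH1 knockdown line; potency means the concentration at half of the fitted maximal effect; 0% = DMSO-treated cells and -100% = media-only wells without cells; nearly all actives have a fitted effect of over 55% in size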
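Viability of the 2HG-overproducing fibrosarcoma line after 48 hours of compound exposure at 37 degrees C was determined by luminescence with CellTiter-Glo, and concentration-effect curves were then fitted and categorized.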
KB-V1 cytotox = KB-V1 MDR subline cytotoxicity; KB-V1 MDR cells viability, CellTiter-Glo, 72 h; hit rate 3.4% among 400,000; Potency, µM (titrated, usually from 46.1 µM), for inactives: at the top dose activity change, negative = cytotoxicity, most hits filed as cytotoxic; further: potency means the concentration at half of the fitted maximal effect; on the % scale 0 is the no-effect control and ±100 the full control effect; nearly all actives have a fitted effect of over 60% in size
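Cells of the MDR subline KB-V1 are plated, dosed with compound at multiple concentrations, and incubated 72 h at 37 degrees C; CellTiter-Glo is then added and luminescence read after 10 min.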
HT1080 IDH1KD tx = HT-1080 IDH1 knockdown cell toxicity (counter line). AID 686971. hit rate 2% among 360,000. Potency, µM (series often up to 46.1 µM), without a hit: top-dose activity, negative = toxicity, most hits filed as cytotoxic. HT-1080 IDH1 knockdown viability, ATP luminescence, 48 h;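 further: potency means the concentration at half of the fitted maximal effect; 0% = DMSO wells and -100% = cell-free medium wells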
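Viability of IDH1-knockdown HT-1080 fibrosarcoma cells was assessed by CellTiter-Glo after 48 h at 37 °C with titrated compound; concentration-effect curves were classified by fit quality and response size.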
The depositor's hits bear a star; ? = inconclusive; · = not tested or not shown; [ ] = dose if it differs, or a comment. Unless noted, the call rests on the fitted dose curve; in most records, active means well fitted curve in the direction sought with a large enough effect; inconclusive means small, poorly fitted or top-dose-only effect, or another doubt; inactive means no such curve, though single readings can be large; an effect the other way counts as inactive or inconclusive.

Structure | SW480 rereplic | MCF10A rereplic | WRN helicase inh | IL1B secr inh | KB-3-1 tox | ATXN2 expr inh | HT1080-NT tox | KB-V1 cytotox | HT1080 IDH1KD tx
COc1cccc(C(NC(C)=O)c2nc(-c3ccc(OC)nc3)cs2)c1 (stereo not given) | · | · | -1% | -74* | 0% | 9% | -22% | -16% | 0%
CC(=O)NC(C)(c1ccccc1)c1nc(-c2csc3ccccc23)cs1 (stereo not given) | · | · | -8% | -23 | 0% | -20% | ? | -16% | -9%
CC(C)(C)NC(=O)NC(=O)COC(=O)CCCc1c[nH]c2ccccc12 | -1% | 3% | -3% | 18 | 6% | -3% | -3% | 5% | 4%
Cc1ccc(OCC(=O)NCCCNC(=O)c2cnccn2)cc1C | -5% | -1% | 8% | 7 | 8% | -2% | 15% | -17% | 10%
Cc1ccc(CS(=O)Cc2ccc(C(=O)N3CCN(c4ccccn4)CC3)o2)cc1 (stereo not given) | 1% | 0% | -2% | 2 | 18% | -11% | 0% | -4% | 3%
Cc1ccc(NC(=O)CCS(=O)(=O)c2ccc(Br)s2)cc1 | -1% | 0% | 6% | 22 | -9% | -24% | -7% | ? | -10%
CN1CCN(Cc2oc(CO)cc(=O)c2O)CC1 | -9% | -1% | 3% | 14 | 6% | 0% | -4% | 17% | -12%
CC(C)(C)NC(=O)C1CCN(S(=O)(=O)c2cccc3nsnc23)CC1 | -13% | -4% | 2% | 0 | 6% | 4% | 19% | 15% | 5%
COc1ccc2nc(NC(=O)CSC3=NCCS3)sc2c1 | -4%[9.22 µM] | ? | -19% | -58* | ? | 14% | -25% | -16% | ?
O=C(Nc1ncc(Cc2cccc([N+](=O)[O-])c2)s1)c1ccco1 | -1% | ? | -9% | 10 | 5.8µM* | · | ? | -35% | 4.6µM*
CCN1CCN(S(=O)(=O)c2ccc(C(=O)Nc3sc4c(c3C(N)=O)CCN(CC)C4)cc2)CC1 | -4% | ? | -4% | -14 | 4% | -14% | -8% | 4% | -13%
O=C1[C@@H]2[C@H](C(=O)N1CC(O)COCc1ccccc1)C1C=C[C@H]2C1 (stereo not given in full) | 4% | 25% | -10% | 46 | 9% | -3% | 4% | -16% | 12%
COc1ccc([N+](=O)[O-])cc1NC(=O)c1ccc(Br)s1 | -1% | 0% | -4% | 11 | 0% | -9% | -10% | -24% | -13%
COc1ccc(Cl)cc1C(=O)Nn1c(-c2cccs2)nc2ccccc2c1=O | ? | ? | -5% | ? | -17% | -4% | -7% | -24% | -19%
COc1ccc(NS(=O)(=O)c2ccc3c(c2)N(C(C)=O)CCO3)c(OC)c1 | -4% | 11% | 3% | 6 | -2% | · | -13% | -22% | -14%
COC(=O)c1c(NC(=O)CSc2nc(-c3ccco3)cc(C(F)(F)F)n2)sc2c1CCCC2 | 1% | 10% | -15% | -19 | 2% | -13% | 5% | ? | 2%
CCN(CC)S(=O)(=O)c1ccc(-n2c(=O)c(C(C)C)c(C)n2C)cc1 | -25% | 20% | -23% | 3 | -2% | 13%[11.3 µM] | 1% | 12% | 19%
O=C(c1ccc2nc[nH]c2c1)N1CCN(S(=O)(=O)c2cccc(F)c2)CC1 | -54%[inhibitor] | -1% | ? | 5 | -7% | 2% | 0% | -7% | -6%
C[C@@H]1CN([C@@H](C)CO)S(=O)(=O)c2ccc(C#Cc3cccc(F)c3)cc2O[C@@H]1CN(C)CC1CC1 | · | · | -2% | -29 | -3% | ? | -13% | 7% | -15%
COC(=O)COc1ccc(C2NC(=O)NC(C)=C2C(=O)NCc2ccccc2)cc1OC (stereo not given) | -14% | -1% | -11% | 7 | 6% | -23% | 2% | 21% | 12%
CCN(c1ccccc1)S(=O)(=O)c1cc(OC)ccc1OC | -1% | -23% | 9% | 36 | 0% | 9% | 18% | -70% | -24%
CC12CCC(=O)N1C(C(=O)Nc1nc3ccc(Cl)cc3s1)CS2 (stereo not given) | -225%[inhibitor] | ? | -13% | -84* | -18% | 10% | -26% | 0% | -16%
CCOc1ccccc1OCCn1nc2ccccc2n1 | -10% | 1% | 5% | 36 | -4% | 18% | 5% | -24% | 1%
CC(NC(=O)NCc1cccnc1)(C(F)(F)F)C(F)(F)F | -6% | 2% | -3% | 38 | 0% | -4% | 7% | 8% | 1%
Cc1cc(C)c(CN2CCCC(CNC(=O)c3ccc(F)cc3)C2)c(-n2cccn2)c1 (stereo not given) | -5% | 8% | 3% | 16 | -1% | -23% | 2% | -25% | -6%
Cc1ccnc(NC(=O)CCc2c[nH]c3ccccc23)c1 | ? | 4% | 5% | -13 | -11% | 6% | -15% | 0% | -29%
Nc1cccc2cc(-c3ccccc3)oc12 | 7% | -5% | 2% | -6 | ? | 40%[activator] | -3% | 13% | 3%
Cc1cc(C(=O)COC(=O)c2cc(O)c3ccccc3c2O)c(C)n1CC1CCCO1 (stereo not given) | 26% | ? | ? | 30 | 7% | -17% | -15% | 0% | -14%
CC(C)(CC(=O)O)CC(=O)NCc1c(Cl)cccc1Oc1ccccc1 | -9% | 0% | 7% | 5 | 17% | -22% | -4% | ? | 2%
COc1ccc(-c2cc(C(=O)N/N=C(\C)c3ccco3)c3ccccc3n2)c(OC)c1 | 6% | 13% | 8% | -16 | -2% | -24% | -21% | -4% | ?
Cc1ccc(C)c(S(=O)(=O)N2CCN(c3nc(CN4CCOCC4)nc4sc(C)c(C)c34)CC2)c1 | -16% | ? | 2% | -28 | -15% | -26% | -15% | -5% | -13%
CCOC(=O)N(C)C[C@@H]1OCc2cnnn2CCCC(=O)N([C@H](C)CO)C[C@H]1C | · | · | 9% | 15 | 12% | 7% | 14% | -5% | 5%
CCCCCCOc1ccc(N2C(=O)CC(SCCN)C2=O)cc1 (stereo not given) | -4% | 13% | 4% | -9 | -1% | 14% | 1% | 0% | 1%
CCSc1nc2cc(OC)c(OC)cc2c(=O)n1CC | 15% | -1% | -5% | ? | 2% | -5% | -26% | -22% | ?
CC1Cc2ccccc2N1C(=O)C1CCN(S(=O)(=O)c2cccs2)CC1 (stereo not given) | ? | -12% | -17% | -67* | -2% | 4% | 13% | -1% | -1%
C=COC(=O)CSc1nc(-c2cccs2)ccc1C#N | -5% | -3% | -7% | 34 | -1% | 48%[activator] | 0% | 20% | 3%
COc1ccccc1OCCCn1cc(C#N)c2ccccc21 | -2% | 10% | -9% | -20 | 12µM* | -10% | 0% | 5.2µM* | 0%
CC1(C)CC(=O)C(CC2=C(O)CC(C)(C)CC2=O)C(=O)C1 | 0% | 16% | -11% | 18 | -5% | 2% | 8% | 0% | 6%
CCOC(=O)CNC(=S)NN(C)C | -5% | 6% | 1% | -6 | 7% | 7% | 1% | 25% | 10%
O=C(NCc1ccccc1)c1onc(CSc2ccc(F)cc2)c1C(=O)NCc1ccccc1 | 6% | 17% | -7% | -8 | -9% | 4% | -7% | 0% | 6%
CCN(CC)c1ccc(/C=N/Nc2cccc(C)c2)c(O)c1 | · | 12% | -29% | 0 | -5% | -5% | -12% | -15% | -13%
Cc1ccc(S(=O)(=O)N2C[C@H]3[C@H]4C(=O)N(C)C(=O)[C@H]4CC(=O)[C@H]3[C@@H]2c2ccccc2Cl)cc1 | · | · | -1% | 7 | 0% | 10% | 13% | 7% | 5%
CCC(=O)N(Cc1cc2ccc(C)cc2[nH]c1=O)c1ccccc1OC | 4% | -3% | 6% | 10 | 0% | · | 5% | -16% | 2%
O=C1CN(c2ccc(Cl)cc2)C(=O)CN1NC(=S)Nc1ccc(Cl)cc1 | -1% | -7% | 6% | 5 | 17% | -2% | 8% | ? | 17%
O=C(OCn1nnc2ccccc2c1=O)c1cccnc1Cl | -6% | -6% | 4% | -2 | 14% | 3% | 15% | -1% | 3%
COc1ccc(C(=O)N2CCN(c3ncccn3)CC2)cc1 | -5% | -8% | 0% | -6 | -4% | -11% | 1% | 2% | 2%
CC1CCN(S(=O)(=O)c2cccc(S(=O)(=O)N3CCCC3)c2)CC1 | -10% | -19% | -29% | 15 | 4% | -14% | 6% | ? | 0%
COC(=O)c1sccc1NC(=O)c1ccccc1 | -3% | 7% | -4% | 14 | -8% | 1% | -4% | 1% | -9%
CSCCC(=O)Nc1nc(-c2ccccn2)cs1 | ? | 2% | -8% | 17 | -15% | -18% | -16% | ? | -5%
COC(=O)c1ccc(S(=O)(=O)NCc2cccc(OC)c2)n1C | -3% | 2% | 7% | 26 | 7% | 0% | 3% | -19% | 8%
CC(=O)c1cccc(-c2ccnc3c2CC(C(=O)Nc2cccc(N(C)C)c2)O3)c1 (stereo not given) | · | · | -3% | -12 | ? | -22% | ? | -3% | ?
O=[N+]([O-])c1cccc2ccc(/C=C/c3cccc(Br)c3)nc12 | -1% | 20% | -2% | 7 | ? | 16% | -11% | 4% | -13%
O=[N+]([O-])c1cc(S(=O)(=O)N2CCCC2)ccc1NCCCN1CCOCC1 | -2% | 6% | -24% | -3 | -24% | -13% | -4% | -25% | 1%
Cc1ccc(-n2ncc3c2CC(C)(C)CC3NC(=O)CCCN2CCCC2=O)cc1 (stereo not given) | 2% | -2% | 4% | -6 | 14% | -2% | 8% | -1% | 6%
Cc1cccc(-n2c(N)cc(=O)nc2SCC(=O)Nc2cc(C)on2)c1 | -15% | -20% | 8% | 8 | 11% | -8% | -4% | 25% | -7%
O=C(CSc1nncc2ccccc12)Nc1ccc(F)cc1 | -7% | -7% | 12% | -84* | 20% | 12% | -17% | 19% | 3%
CCn1c(SCC(=O)n2nc(C)cc2C)nnc1-c1ccc2c(c1)OCO2 | -10% | -8% | 1% | 1 | 1% | 2% | 5% | 1% | 6%
COc1cccc(CNC(=O)C2CCN(S(=O)(=O)N3CCC(C)CC3)CC2)c1 | 3% | -12% | 0% | 18 | 0% | 2% | 20% | -28% | 6%

Screening data: PubChem, National Center for Advancing Translational Sciences (NCATS)
